mIDH1 inhibitor: blocks human mutant IDH1 R132H enzyme. IDH1-R132H enzyme, NADPH consumption, diaphorase/resazurin fluorescence. Potency, µM (highest dose often 76.6 µM), for the others: top-dose activity change, negative = inhibition, usual class: inhibitors. O75874. AID 602179. 390,000 compounds, 0.093% hits; note: potency is the fitted concentration of half-maximal effect; % is set by controls: 0 for no effect and ±100 for the full control effect; nearly all actives have a fitted effect of over 65% in size
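IDH1-R132H (0.5 ug/mL dispensed) in pH 7.5 Tris buffer was preincubated 30 min with compound, then given a substrate mix of 0.016 mM NADPH and 2 mM alpha-KG for 80 min at room temperature; remaining NADPH was read by diaphorase/resazurin fluorescence.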
TRHR agonist: agonists of human TRH receptor. P34981. TRHR cells, calcium flux fluo-8, FDSS agonist mode. activation, % at 2 µM. 360,000 compounds, 0.18% hits; in the data active = activation above about 30%; note: 0% is about no effect
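Fluo-8-loaded TRHR cells; 10 s baseline, compound added, kinetic Ca2+ fluorescence read 1/s, agonist mode.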
PI4K2A inh: blocks human PI4K2A kinase activity. Q9BTU6. purified PI4K2A, ADP-Glo luminescence, 1 h; stronger effect = lower value. activity change, negative = inhibition, % at 76.9 µM. 420,000 compounds, 0.13% hits. AID 1346378; in the data active = activity change below about -50%;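 note: -100% = wells without enzyme as full effect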
Target sequence (Q9BTU6 whole entry, looked up): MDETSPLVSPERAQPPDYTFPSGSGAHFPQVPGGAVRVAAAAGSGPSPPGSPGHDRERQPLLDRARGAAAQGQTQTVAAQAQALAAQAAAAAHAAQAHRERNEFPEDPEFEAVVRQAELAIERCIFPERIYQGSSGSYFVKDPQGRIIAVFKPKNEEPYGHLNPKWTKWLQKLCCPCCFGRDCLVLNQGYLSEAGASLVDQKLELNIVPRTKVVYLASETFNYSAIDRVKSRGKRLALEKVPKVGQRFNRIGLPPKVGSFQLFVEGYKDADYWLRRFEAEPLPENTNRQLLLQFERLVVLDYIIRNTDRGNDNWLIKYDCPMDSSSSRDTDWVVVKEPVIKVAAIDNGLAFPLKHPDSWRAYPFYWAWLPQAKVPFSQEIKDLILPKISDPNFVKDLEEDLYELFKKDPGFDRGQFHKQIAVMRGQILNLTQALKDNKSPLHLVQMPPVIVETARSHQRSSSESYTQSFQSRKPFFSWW
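Compounds are screened against recombinant PI4K2A using PI as substrate and ATP, the latter dispensed at 300 microM. Reactions run one hour at ambient temperature before ADP-Glo detection; full inhibition defined by wells lacking enzyme.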
TRHR enhancer: allosteric enhancers of human TRH receptor; 360,000 compounds, 0.66% hits; TRHR cells, fluo-8 calcium fluorescence, EC20 TRH enhancement; AID 493056; enhancement, % at 2 µM; P34981; in the data active = enhancement above about 30%; note: 0% is about no effect
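TRHR-expressing cells loaded with fluo-8 calcium dye were read kinetically (ex 480/em 530) during compound addition, then stimulated with an EC20 of TRH (10 nM final). Enhancement of the Gq-mediated intracellular calcium response was scored.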
TrxR1 substrate: rat thioredoxin reductase 1 substrate activity; O89049; purified TrxR1 substrate turnover, NADPH consumption readout; Potency, µM (highest dose often 114 µM), for the others: at the highest dose activity change, negative = substrate turnover; 390,000 compounds, 0.01% hits; AID 588456; note: potency is the fitted concentration of half-maximal effect; % is set by controls: 0 for no effect and ±100 for the full control effect; nearly all actives have a fitted effect of over 50% in size
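Rat TrxR1, dispensed at 90 nM, was prereduced with 400 uM NADPH (final) for 5 min at ~22 deg C, then incubated with compound 15 min before 400 uM selenite. A first-read NADPH fluorescence drop versus no-compound background flagged substrates.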
D2 agonist: agonists of human D2 dopamine receptor; activation, % at 2 µM; HEK293 T-REx D2 cells, calcium flux agonist mode; P14416; 340,000 compounds, 0.53% hits;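 active = activation over 3 SD above normal in the single-dose calcium agonist read, cut at about 30% in these data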; note: 0% is about no effect
Target sequence (P14416 whole entry, looked up): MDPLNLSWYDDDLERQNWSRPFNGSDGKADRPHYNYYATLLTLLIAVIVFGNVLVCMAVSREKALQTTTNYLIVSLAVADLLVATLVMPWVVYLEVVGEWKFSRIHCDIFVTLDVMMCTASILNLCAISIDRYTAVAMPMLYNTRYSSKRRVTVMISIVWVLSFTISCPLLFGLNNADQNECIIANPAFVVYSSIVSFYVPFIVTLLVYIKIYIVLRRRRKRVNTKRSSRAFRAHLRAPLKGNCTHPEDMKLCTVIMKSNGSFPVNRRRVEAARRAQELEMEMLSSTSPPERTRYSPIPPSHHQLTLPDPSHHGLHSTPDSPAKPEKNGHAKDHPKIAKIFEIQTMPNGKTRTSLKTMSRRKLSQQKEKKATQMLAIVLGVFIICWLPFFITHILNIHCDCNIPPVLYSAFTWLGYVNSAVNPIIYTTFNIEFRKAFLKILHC
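Calcium-flux readout, 1 cycle/sec over 180 s following compound pin transfer, in inducible HEK293 Trex D2 cells (force-coupled); dopamine controls included. Positive calcium responses during this window marked compounds as potential agonists.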
TrxR1 inh: inhibitors of rat thioredoxin reductase 1; recombinant rTrxR1, NADPH fluorescence consumption, selenite substrate; 390,000 compounds, 1% hits; AID 588453; Potency, µM (titrated, usually from 114 µM), for inactives: top-dose activity change, negative = inhibition, actives largely listed as inhibitors; O89049; note: potency is the fitted concentration of half-maximal effect; % is set by controls: 0 for no effect and ±100 for the full control effect; nearly all actives have a fitted effect of over 65% in size
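Rat TrxR1 (90 nM in the dispensed reagent) was pre-reduced with 400 uM NADPH for 5 min at room temperature, then incubated with compound for 15 min. After 400 uM selenite was added, NADPH fluorescence (Ex 340/Em 450 nm) was followed for 8 min.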
D2 antag: antagonists of human D2 dopamine receptor; P14416; HEK293 TREx D2 cells, calcium flux, dopamine EC80; inhibition, % at 10 µM; 340,000 compounds, 2% hits; in the data active = inhibition above about 30%; note: 0% is about no effect
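Tetracycline-induced HEK293 TREx cells expressing D2 receptor forced-coupled to calcium signalling, loaded with no-wash calcium dye. Compounds added and calcium flux read 180 s, then dopamine added at EC80 and read a further 180 s.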
USP1 inh: USP1/UAF1 (human) deubiquitinase inhibition; Potency, µM (titrated, usually from 57.1 µM), inactives show at the top dose activity change, negative = inhibition, most hits filed as inhibitors; 390,000 compounds, 0.23% hits; O94782; recombinant USP1/UAF1, Ub-Rhodamine cleavage fluorescence; note: potency is the fitted concentration of half-maximal effect; % is set by controls: 0 for no effect and ±100 for the full control effect; nearly all actives have a fitted effect of over 60% in size; inactives centre near -12
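In this screen, compounds sit with the deubiquitinase complex (1nM) for 15 min at room temperature before Ub-Rho is added at 150nM final. Fluorescence rise is then followed for 6 reads every 60 seconds.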
An asterisk follows results filed as active; & = joins results of further samples; [ ] = remark or other dose. Unless noted, calls come from the whole dose curve; as a rule, active = well fitted inhibition curve with a large enough effect; inconclusive = small, poorly fitted or top-dose-only effect; inactive = no such curve, though single readings can be large or run the other way.

How did Cc1cc(C)c(N(C(=O)Cn2nnc3ccccc32)C(C(=O)NC(C)(C)C)c2ccsc2)c(C)c1 (stereo unspecified) do in these assays?
mIDH1 inhibitor: -2.0%; TRHR agonist: -1.1; PI4K2A inh: 4.8; TRHR enhancer: -4.1; TrxR1 substrate: -2.4%; D2 agonist: 1.1; TrxR1 inh: 3.5%; D2 antag: 17.1; USP1 inh: -10.4%

What do the screens show for `COC(=O)c1ccc(NC(=O)CC2C(=O)N(c3cccc(F)c3)C(=O)N2CC(C)C)cc1` (stereo unspecified)?
mIDH1 inhibitor: 6.4%; TRHR agonist: -2.3; PI4K2A inh: -0.6; TRHR enhancer: 9.6; TrxR1 substrate: 0.5%; D2 agonist: -0.8; TrxR1 inh: 5.0%; USP1 inh: -9.0%

Results for CS(=O)(=O)N(CC(=O)N1CCc2ccccc2C1)c1ccccc1F ?
mIDH1 inhibitor: 5.7%; PI4K2A inh: 10.6; TrxR1 substrate: -1.6%; TrxR1 inh: -0.4%; USP1 inh: -21.4%

Results for Cc1nn(-c2ccccc2)c(Cl)c1C(=O)OC(C)C(=O)Nc1ccc2c(c1)OCO2 (stereo unspecified) ?
mIDH1 inhibitor: -2.8%; TRHR agonist: -0.9; PI4K2A inh: 10.0; TRHR enhancer: 0.6; TrxR1 substrate: -2.6%[57.1 µM]; D2 agonist: 0.8; TrxR1 inh: 11.9%; D2 antag: 0.4; USP1 inh: -5.9%

Results for CCc1cccc2c(C(=O)CSc3nncn3-c3ccccc3OC)c[nH]c12 ?
mIDH1 inhibitor: -1.6%; TRHR agonist: 0.3; PI4K2A inh: -1.5; TRHR enhancer: -4.3; TrxR1 substrate: -0.8%; D2 agonist: -1.6; TrxR1 inh: 4.0%; D2 antag: -3.4; USP1 inh: -14.1%

Results for Cc1ccc(-n2c(/C=C/c3c(C)n(C)c4ccccc34)nc3ccccc3c2=O)cc1 ?
mIDH1 inhibitor: 0.0%; TRHR agonist: -0.2; PI4K2A inh: -4.4; TRHR enhancer: -0.1; TrxR1 substrate: 3.4%; D2 agonist: -0.6; TrxR1 inh: 20.4%; USP1 inh: -27.1%

How did CCOc1ccc(NC(=O)CN(c2ccc(OC)cc2)S(=O)(=O)c2cccs2)cc1 do in these assays?
mIDH1 inhibitor: -7.9%; TRHR agonist: -0.3; PI4K2A inh: 1.7; TRHR enhancer: 3.5; TrxR1 substrate: -1.2%; D2 agonist: 0.2; TrxR1 inh: 2.1%; D2 antag: 6.8; USP1 inh: -8.8%

How did Cc1ccc(CNC(=O)C2CCN(S(=O)(=O)N3CCC4(CC3)OCCO4)CC2)cc1 do in these assays?
mIDH1 inhibitor: 3.0%; TRHR agonist: 0.1; PI4K2A inh: 1.4; TRHR enhancer: -3.0; TrxR1 substrate: 7.7%; D2 agonist: 0.3; TrxR1 inh: 20.6%; D2 antag: -1.0; USP1 inh: -4.3%

Results for C[C@@H]1CC=C[C@H]2[C@H]1C(=O)N(Cc1ccccc1)[C@H]2c1ccc(F)c(-c2ccc(N(C)C)cc2)c1 ?
mIDH1 inhibitor: -4.3%; TRHR agonist: 0.0; PI4K2A inh: -1.0; TRHR enhancer: -0.4; TrxR1 substrate: 43.4%[activator]; D2 agonist: -0.3; TrxR1 inh: 35.9%; D2 antag: 11.2; USP1 inh: -22.2%

How did CCOC(=O)N1CCC(NC(=O)C(Cc2ccccc2)NC(=O)c2ccco2)CC1 (stereo unspecified) do in these assays?
mIDH1 inhibitor: 6.2%; TRHR agonist: 1.4; PI4K2A inh: -2.1; TRHR enhancer: -7.5; TrxR1 substrate: -10.9%; D2 agonist: 1.2; TrxR1 inh: -6.9%; D2 antag: -6.4; USP1 inh: -1.4%

Results for CC(=O)c1ccc(S(=O)(=O)Nc2ccc(-n3c(C)nc4ccccc4c3=O)cc2)cc1 ?
mIDH1 inhibitor: 5.7%; TRHR agonist: 0.2; PI4K2A inh: 0.4; TRHR enhancer: -0.9; TrxR1 substrate: -9.1%; D2 agonist: 0.4; TrxR1 inh: -1.0%; D2 antag: -2.6; USP1 inh: -20.7%

Results for Cc1noc(C)c1C(=O)OCC(=O)/C=C1/N(C)c2ccccc2C1(C)C ?
mIDH1 inhibitor: 1.2%; PI4K2A inh: 17.4; TrxR1 substrate: -0.9%; TrxR1 inh: 0.6%; USP1 inh: -16.4%

What do the screens show for `O=C(/C=C/c1ccco1)NC(=S)Nc1nc(-c2ccc3ccccc3c2)cs1`?
mIDH1 inhibitor: -2.1%; TRHR agonist: 0.7; PI4K2A inh: 0.3; TRHR enhancer: 12.4; TrxR1 substrate: 0.0%[57.1 µM]; D2 agonist: -0.3; TrxR1 inh: -2.2%[57.1 µM]; D2 antag: 13.7; USP1 inh: -7.9%

What do the screens show for `O=C(Nc1cccc2ccccc12)c1ccc(Cn2cc(Cl)cn2)cc1`?
mIDH1 inhibitor: 2.0%; TRHR agonist: 8.2; PI4K2A inh: 4.6; TRHR enhancer: -2.5; TrxR1 substrate: 5.9%[57.1 µM]; D2 agonist: 0.1; TrxR1 inh: 17.8%[57.1 µM]; D2 antag: 5.3; USP1 inh: -9.2%

What do the screens show for `CC(CC(=O)Nc1ccccc1)n1ccnc1` (stereo unspecified)?
mIDH1 inhibitor: 7.5%; TRHR agonist: 0.9; PI4K2A inh: -2.5; TRHR enhancer: 2.2; TrxR1 substrate: 2.0%; D2 agonist: 2.0; TrxR1 inh: 19.6%; D2 antag: -19.5; USP1 inh: -17.2%

How did C=CCN1C(=O)C(C)(C)N(C(C)=O)c2ccccc21 do in these assays?
mIDH1 inhibitor: 6.3%; TRHR agonist: 0.4; PI4K2A inh: -0.8; TRHR enhancer: 4.7; TrxR1 substrate: -2.8%; D2 agonist: 2.7; TrxR1 inh: 11.6%; D2 antag: 12.8; USP1 inh: -16.5%

Results for CCOC(=O)c1c(C)[nH]c(C)c1S(=O)(=O)N(C)CC(=O)N1CCN(c2ccc(OC)cc2)CC1 ?
mIDH1 inhibitor: 0.9%; TRHR agonist: -1.3; PI4K2A inh: -7.2; TRHR enhancer: -4.0; TrxR1 substrate: -4.4%; D2 agonist: -1.0; TrxR1 inh: 0.4%; D2 antag: 19.5; USP1 inh: -4.3%

What do the screens show for `CCCn1c2ccccc2c2cnn(CC(=O)NCCN(CC)CC)c(=O)c21`?
mIDH1 inhibitor: 2.0%&-4.1%; TRHR agonist: 0.3&-0.2; PI4K2A inh: 5.7&3.6; TRHR enhancer: -11.3&1.6; TrxR1 substrate: 19.8%[57.1 µM]; D2 agonist: -0.1&0.6; TrxR1 inh: 17.4%[57.1 µM]; D2 antag: -6.7; USP1 inh: -3.2%&-8.2%

How did CCOC(=O)c1cc(-c2ccccc2)n(CCC(=O)Nc2cc(OCC)ccc2OCC)c1C do in these assays?
mIDH1 inhibitor: -2.6%; TRHR agonist: 0.5; PI4K2A inh: -2.8; TRHR enhancer: 1.3; TrxR1 substrate: 8.1%[57.1 µM]; D2 agonist: 0.3; TrxR1 inh: 28.9%[57.1 µM]; USP1 inh: 3.0%

What do the screens show for `CCN1CCN(c2ncc(C(=O)Nc3ccccc3C(=O)OC)c3ccccc23)CC1`?
mIDH1 inhibitor: -2.3%; TRHR agonist: 0.3; PI4K2A inh: 7.1; TRHR enhancer: 3.2; TrxR1 substrate: -9.0%; D2 agonist: 0.0; TrxR1 inh: -14.1%; D2 antag: -7.3; USP1 inh: -10.3%

What do the screens show for `COc1cccc(N=c2oc3c(C)ncc(CO)c3cc2C(N)=O)c1`?
mIDH1 inhibitor: 6.6%; TRHR agonist: -0.7; PI4K2A inh: -6.5; TRHR enhancer: -6.1; TrxR1 substrate: -4.8%; D2 agonist: -0.7; TrxR1 inh: 14.2%; D2 antag: 0.5; USP1 inh: -4.1%

What do the screens show for `CCOc1ccc(/C=N/NC(=S)Nc2c(C)cccc2C)cc1`?
mIDH1 inhibitor: 1.4%; TRHR agonist: 0.1; PI4K2A inh: -6.8; TRHR enhancer: -12.5; TrxR1 substrate: -13.6%; D2 agonist: 0.7; TrxR1 inh: -15.0%; D2 antag: -10.5; USP1 inh: -4.8%

Results for O=C(CCc1ccccc1)N1CCN(c2ccccn2)CC1 ?
mIDH1 inhibitor: 4.6%; TRHR agonist: -0.2; PI4K2A inh: -1.4; TRHR enhancer: 5.1; TrxR1 substrate: 13.1%; D2 agonist: 1.0; TrxR1 inh: 4.1%; D2 antag: 7.2; USP1 inh: -15.0%

Results for CCCCN(Cc1ccccc1)S(=O)(=O)c1ccc2c(c1)CC(C)N2C(=O)CC (stereo unspecified) ?
mIDH1 inhibitor: -2.7%; TRHR agonist: -1.6; PI4K2A inh: -1.7; TRHR enhancer: 7.8; TrxR1 substrate: -6.2%; D2 agonist: -0.4; TrxR1 inh: 8.4%; USP1 inh: -13.2%

Results for CCOC(=O)N1CCN(S(=O)(=O)CCNC(=O)c2cccc(OC)c2)CC1 ?
mIDH1 inhibitor: -8.3%; TRHR agonist: -0.7; PI4K2A inh: 0.9; TRHR enhancer: 2.7; TrxR1 substrate: -4.9%; D2 agonist: -0.4; TrxR1 inh: 3.9%; D2 antag: 11.4; USP1 inh: 3.1%

What do the screens show for `CCOC(=O)C1CCCN(C(=O)c2ccc3c(c2)N(Cc2ccccc2)C(=O)c2ccccc2S3=O)C1` (stereo unspecified)?
mIDH1 inhibitor: 2.8%&7.8%; TRHR agonist: 0.9&-0.8; PI4K2A inh: 0.8&3.5; TRHR enhancer: 4.5&1.7; TrxR1 substrate: -1.3%[57.1 µM]; D2 agonist: 0.4&0.0; TrxR1 inh: 14.2%[57.1 µM]; D2 antag: -0.7; USP1 inh: -8.2%&-23.3%

Looked up by structure from the entries so far:
What do the screens show for `CCOc1ccc(/C=N/NC(=S)Nc2c(C)cccc2C)cc1`?
mIDH1 inhibitor: 1.4%; TRHR agonist: 0.1; PI4K2A inh: -6.8; TRHR enhancer: -12.5; TrxR1 substrate: -13.6%; D2 agonist: 0.7; TrxR1 inh: -15.0%; D2 antag: -10.5; USP1 inh: -4.8%

What do the screens show for `O=C(/C=C/c1ccco1)NC(=S)Nc1nc(-c2ccc3ccccc3c2)cs1`?
mIDH1 inhibitor: -2.1%; TRHR agonist: 0.7; PI4K2A inh: 0.3; TRHR enhancer: 12.4; TrxR1 substrate: 0.0%[57.1 µM]; D2 agonist: -0.3; TrxR1 inh: -2.2%[57.1 µM]; D2 antag: 13.7; USP1 inh: -7.9%
